Source: PubChem (National Center for Advancing Translational Sciences (NCATS))
PI4K2A block – qHTS for small molecular inhibitors of PI4K2A. purified PI4K2A, ADP-Glo luminescence, 1 h; stronger effect = lower value. Phosphatidylinositol 4-kinase type 2-alpha (Homo sapiens), Q9BTU6. 420,000 tested, 0.13% active. AID 1346378, 2018. activity change, negative = inhibition, % at 76.9 µM; in the data active means activity change below about -50%; inconclusive means mostly about -30% to -49%;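 further: -100% = wells without enzyme as full effect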
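ADP-Glo luminescence measured ADP generated by PI4K2A enzyme (4 ug/mL before mixing) with 1.2 mM PI substrate (pre-mix) and 300 microM ATP (pre-mix). Tris pH7.5 buffer with MgCl2, Triton X-100; 1 h reaction at ambient temperature.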
BAZ2B block – qHTS Assay for Inhibitors of BAZ2B | Bromodomain adjacent to zinc finger domain protein 2B (Homo sapiens), Q9UIF8 | AlphaScreen BAZ2B-H3K14Ac peptide displacement | Potency, µM (series often up to 114 µM), for the others: at the highest dose activity change, negative = inhibition, hits mostly inhibitors | 360,000 tested, 4.4% active; further: potency means the concentration at half of the fitted maximal effect; on the % scale 0 is the no-effect control and ±100 the full control effect; nearly all actives have a fitted effect of over 60% in size
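AlphaScreen luminescence quantifies BAZ2B engagement of H3K14Ac peptide; the protein and biotinylated peptide are both at 50 nM final, buffer PBS pH 7.4 with 0.01% Tween-20, all steps at room temperature.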
HP1b chromo inh – HTS for Inhibitors of HP1-beta Chromodomain Interactions with Methylated Histone Tails. Chromobox protein homolog 1 (Homo sapiens), P83916. AlphaScreen HP1-beta / biotin-H3K9me3 peptide binding. Potency, µM (top dose mostly 114 µM), for the others: at the top dose activity change, negative = inhibition, actives largely listed as inhibitors. 390,000 tested, 0.56% active; further: potency means the concentration at half of the fitted maximal effect; nearly all actives have a fitted effect of over 70% in size; inactives centre near 23
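Compound inhibition of the preformed complex between 50 nM HP1-beta and 50 nM biotinylated H3K9me3 peptide was read by AlphaScreen. Buffer was PBS pH 7.4 with 0.01% Tween-20. Incubations ran 30 min at room temperature, with 10 ug/mL donor/acceptor beads.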
GLS inhibitor – qHTS for Inhibitors of Glutaminase (GLS); 410,000 tested, 0.21% active; Potency, µM (titrated, usually from 45.5 µM), for the others: at the highest dose activity change, negative = inhibition, actives largely listed as inhibitors; GLS enzymatic activity, qHTS titration; Glutaminase kidney isoform, mitochondrial (Homo sapiens), O94925; further: potency means the concentration at half of the fitted maximal effect; on the % scale 0 is the no-effect control and ±100 the full control effect
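Two-point fluorescence kinetic (t0, 30 min RT) for hKGA; glutamate detected via glutamate oxidase–HRP–Amplex Red. Substrate: 1 mM L-glutamine solution; buffer 45 mM KH2PO4, pH 8.2.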
JMJD2A Tudor – qHTS Assay for Inhibitors of JMJD2A-Tudor Domain. Lysine-specific demethylase 4A (Homo sapiens), O75164. AlphaScreen JMJD2A-Tudor / H3K4me3 peptide binding. Potency, µM (titrated, usually from 114 µM), for the others: at the top dose activity change, negative = inhibition, usual class: inhibitors. 390,000 tested, 4.4% active. AID 504339, 2011; further: potency means the concentration at half of the fitted maximal effect; on the % scale 0 is the no-effect control and ±100 the full control effect; nearly all actives have a fitted effect of over 50% in size
ERG-DNA inh – qHTS for Small Molecule Inhibitors of the ERG Ets/DNA interaction | Transcriptional regulator ERG (Homo sapiens), P11308 | 370,000 tested, 0.028% active | Potency, µM (highest dose often 76.9 µM), without a hit: top-dose FP activity, negative = inhibition, usual class: inhibitors | fluorescence polarization, His-ERG Ets domain / labelled DNA; active means well fitted inhibition curve with a large enough effect in the polarisation, with a control signal flat; inconclusive means small, poorly fitted or top-dose-only effect, or effect the other way, or a change in a side signal; inactive means no such curve, though single readings can be large or run the other way; the % refers to the polarisation;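 further: polarization taken with two DNA probes labelled with fluorescein and Texas red; potency means the concentration at half of the fitted maximal effect; % of control where 0% means no effect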
Target sequence (P11308 whole entry, looked up, the tested form may be a part): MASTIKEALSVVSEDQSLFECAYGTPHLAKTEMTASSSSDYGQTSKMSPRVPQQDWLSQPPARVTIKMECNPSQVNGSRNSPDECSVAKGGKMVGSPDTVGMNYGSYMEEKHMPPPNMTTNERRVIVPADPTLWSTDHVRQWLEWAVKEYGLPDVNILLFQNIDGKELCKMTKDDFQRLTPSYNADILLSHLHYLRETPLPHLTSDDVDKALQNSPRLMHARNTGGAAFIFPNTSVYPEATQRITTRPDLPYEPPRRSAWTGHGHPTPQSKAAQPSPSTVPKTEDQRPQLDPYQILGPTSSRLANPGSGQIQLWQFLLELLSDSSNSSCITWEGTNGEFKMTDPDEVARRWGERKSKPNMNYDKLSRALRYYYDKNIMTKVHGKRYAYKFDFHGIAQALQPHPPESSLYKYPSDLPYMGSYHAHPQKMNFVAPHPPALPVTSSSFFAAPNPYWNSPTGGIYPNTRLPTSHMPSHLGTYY
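His-tagged ERG Ets domain (1 uM in the protein solution; 300mM KCl, 50mM Tris-HCl, 1mM EDTA, 1mM DTT, pH 7.5) received compound, then a probe mix of 5 nM fluorescein-DNA and 100nM Texas-615-DNA. Fluorescence polarization was read for both dyes.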
G9a inh – qHTS Assay for Inhibitors of Histone Lysine Methyltransferase G9a; AID 504332, 2011; Potency, µM (highest dose often 102 µM), for inactives: at the highest dose activity, negative = inhibition, hits mostly inhibitors; 350,000 tested, 8.8% active; Histone-lysine N-methyltransferase EHMT2 (Homo sapiens), Q96KQ7; G9a H3K9 monomethylation, AlphaScreen, 2 h; further: potency means the concentration at half of the fitted maximal effect; on the % scale 0 is the no-effect control and ±100 the full control effect; nearly all actives have a fitted effect of over 75% in size
Target sequence (Q96KQ7 913-1193 limits assumed): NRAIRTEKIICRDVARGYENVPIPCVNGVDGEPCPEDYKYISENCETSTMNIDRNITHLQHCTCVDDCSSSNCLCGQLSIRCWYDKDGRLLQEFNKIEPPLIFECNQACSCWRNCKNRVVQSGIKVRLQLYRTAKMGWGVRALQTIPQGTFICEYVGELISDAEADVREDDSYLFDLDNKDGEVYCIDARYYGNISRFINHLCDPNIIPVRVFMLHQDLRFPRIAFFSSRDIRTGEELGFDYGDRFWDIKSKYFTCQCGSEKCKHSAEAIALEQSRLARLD
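Readings reflect AlphaScreen signal from monomethyl-H3K9 antibody detection. HMT at 20 nM; substrate b-H3K9 500 nM; cofactor SAM 20 uM; 2 h RT reaction; compounds tested as titrations in qHTS with 15 min preincubation.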
Pin1 inh – qHTS Assay to Find Inhibitors of Pin1. Peptidyl-prolyl cis-trans isomerase NIMA-interacting 1 (Homo sapiens), Q13526. Pin1 FP peptide displacement, HiFluor488, 10 min. Potency, µM (titrated, usually from 115 µM), without a hit: at the top dose activity, negative = inhibition, hits mostly inhibitors. 390,000 tested, 0.009% active; active means well fitted inhibition curve with a large enough effect in the polarisation, with a control signal flat, not every such curve was filed as active; inconclusive means small, poorly fitted or top-dose-only effect, or effect the other way, or a change in a side signal; inactive means no such curve, though single readings can be large or run the other way; the % refers to the polarisation; further: potency means the concentration at half of the fitted maximal effect; on the % scale 0 is the no-effect control and ±100 the full control effect
Target sequence (Q13526 whole entry, looked up): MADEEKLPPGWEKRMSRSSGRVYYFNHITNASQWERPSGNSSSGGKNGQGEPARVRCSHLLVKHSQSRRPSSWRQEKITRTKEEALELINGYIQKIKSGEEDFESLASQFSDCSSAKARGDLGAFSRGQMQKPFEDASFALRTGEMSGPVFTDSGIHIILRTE
PGK inhibitor – qHTS Assay to Find Inhibitors of Phosphoglycerate Kinase. PGK/GAPDH coupled, Kinase-Glo luminescence, 60 min. Phosphoglycerate kinase, glycosomal (Trypanosoma brucei brucei), P07378. AID 602233, 2012. 380,000 tested, 0.043% active. Potency, µM (top dose mostly 57.5 µM), without a hit: top-dose activity change, negative = inhibition, actives largely listed as inhibitors; further: potency means the concentration at half of the fitted maximal effect; on the % scale 0 is the no-effect control and ±100 the full control effect; nearly all actives have a fitted effect of over 60% in size
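Luminescent ATP detection (Kinase-Glo Plus) follows a 60-minute room-temperature incubation, with wells lacking PGK as controls. Buffer: 100 mM TEA (pH 7.6), 5 mM MgCl2, 0.01% Tween-20. Coupling enzyme GAPDH (100 nM final) supplies unstable 1,3-BPG in-well.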
An asterisk follows results filed as active; i = inactive; ? = inconclusive; / = not tested or not shown; [ ] = another dose, or the depositor's remark. Unless noted, the call rests on the fitted dose curve; in most records, active means well fitted curve in the direction sought with a large enough effect; inconclusive means small, poorly fitted or top-dose-only effect, or another doubt; inactive means no such curve, though single readings can be large; an effect the other way counts as inactive or inconclusive.

SMILES | PI4K2A block | BAZ2B block | HP1b chromo inh | GLS inhibitor | JMJD2A Tudor | ERG-DNA inh | G9a inh | Pin1 inh | PGK inhibitor
CCc1ccc(OCC(=O)Nc2ccncc2)cc1 | -3.3 | -3.0% | 17.3% | -0.3% | -12.6% | 0.5% | -12.9% | 3.1% | -7.9%
CCCCC(=O)Nc1ccccc1CC | 0.0 | -0.2% | 16.7% | 2.3% | -13.4% | 5.3% | 26.2% | -13.7% | i
CCc1cccc(CC)c1NC(=O)C1SC(=Nc2ccccc2C)C(c2nc3ccccc3s2)=C1N (stereo unspecified) | 9.9 | -13.1% | 8.4% | 1.2% | -28.0% | -9.1% | ? | 47.0%[activator] | -1.4%
N=c1nc(SCCC(=O)O)ss1 | -1.8 | 9.8% | 52.0%[activator] | 12.3% | -11.5% | 6.3% | 11.2µM* | 5.5% | -2.5%
CNC(=O)NC1CCCc2ccccc21 (stereo unspecified) | -1.1 | / | 2.9% | 1.3% | -13.5% | 3.8% | -3.2%[59 µM] | 2.9% | -7.4%
CCN(CC)CCn1c2c(c(SCC(=O)Nc3cc(C)on3)nc1=O)CCCC2 | 2.4 | -5.0% | 19.0% | 4.9% | 0.7% | 5.9% | -31.4% | 4.5% | -9.2%
CCOC(=O)[C@@H]1[C@H]2COc3cc(OC)ccc3[C@@H]2N2C(=O)N(c3ccc(F)cc3)C(=O)[C@@]12C | 3.9 | / | 42.2%[activator] | -10.6% | 0.7% | -9.7% | / | -4.6% | -8.2%
Cc1ccc(NC(=O)C(Cc2c[nH]c3ccccc23)NC(=O)OC(C)(C)C)c(C)c1 (stereo unspecified) | -0.5 | -30.8% | 13.8% | -13.9% | -24.2% | 1.6% | -7.0%[59 µM] | 0.8% | i
O=c1ccnc(NCCc2ccccc2)[nH]1 | 4.7 | 42.2%[activator] | 23.2% | 11.4% | 2.5% | -2.4% | ? | 5.9% | -4.8%
COCCCC1CCN(C(=O)CCc2nnc(CCCCc3ccccc3)o2)CC1 | 3.1 | 1.1% | 30.9% | 0.3% | -7.2% | -5.0% | 9.5% | 6.4% | 4.9%
COc1ccc(-n2nc3c(c2NC(=O)C(C)Oc2ccccc2)CS(=O)(=O)C3)cc1 (stereo unspecified) | 5.0 | 3.3% | 27.3% | 4.4% | -6.9% | -16.7% | 1.8% | -8.6% | -4.8%
CC(O)CNc1nc(Cl)c(C#N)s1 (stereo unspecified) | 2.1 | -1.1% | 25.5% | 13.6% | -16.8% | -2.0% | 47.1%[activator] | -1.1% | 9.5%
COc1ccc(NC(=S)Nc2ccc(S(=O)(=O)N3CCOCC3)cc2)c(OC)c1 | 4.5 | -20.1% | -6.3% | 1.6% | -8.6% | 0.7% | -9.1%[59 µM] | -7.4% | -2.3%
CCOC(=O)C1=C(O)C(=O)NC(c2ccccc2)=C(OCC)C1 | -2.5 | -36.9% | 16.8% | -3.2% | -19.9% | 3.7% | 44.7µM* | -6.2% | i
O=C(O)CCCN1C(=O)/C(=C/c2ccc(-c3nc4ccccc4s3)o2)SC1=S | -7.0 | 10µM* | 15.8µM* | ? | 10µM* | -2.7% | ? | ? | ?
O=C(Nc1ccc(F)cc1)Nc1ccc(Oc2ncnc3cc(Cl)ccc23)nc1 | -0.4 | -3.3% | 57.0%[activator] | 4.6% | 2.9% | 3.1% | -7.8% | 2.0% | 5.2%
Cc1ccc(S(=O)(=O)NC(=O)Nc2ccc(C)cn2)cc1 | 2.3 | -9.1% | 9.9%[57 µM] | 3.0% | -19.2% | -0.9% | -6.1% | / | -4.2%
Cc1cc(NC(=O)CCC(=O)N(c2ccc(F)cc2)C(C(=O)NC2CCCC2)c2cccnc2)no1 (stereo unspecified) | -2.7 | -4.8% | 39.2%[activator] | -1.7% | -7.4% | -22.6% | 24.4% | -2.9% | -5.7%
COc1ccc(Cl)cc1S(=O)(=O)Nc1noc2ccccc12 | -0.8 | 1.4% | 11.3% | -3.3% | -3.4% | 3.9% | -40.5%[2.33 µM] | -2.9% | -1.4%
NS(=O)(=O)c1ccc(Nc2ccc3nonc3c2[N+](=O)[O-])cc1 | 6.1 | -19.7% | 15.8% | 1.5% | -21.4% | 1.6% | 0.4% | -1.0% | -0.4%
O=C(COc1ccc(-n2cnnn2)cc1)Nc1cc(Cl)cc(Cl)c1 | 0.9 | 9.4% | 24.6% | -8.3% | -11.0% | 3.4% | ? | 9.6% | -3.5%
CCN1CCn2c1nc(N1CCCCC1)nc2=O | 4.7 | 11.1% | 47.9%[activator] | -0.3% | -8.2% | 2.6% | -1.4%[12.7 µM] | 1.4% | i
O=C(CN(C1CCCCC1)S(=O)(=O)c1ccc(F)cc1)NCCCO | 2.8 | ? | 27.5% | -1.0% | -15.4% | -0.8% | -49.2% | -2.4% | 4.0%
CCOC(=O)c1c(C)[nH]c(C)c1S(=O)(=O)NCc1ccccc1C | -4.0 | ? | 17.7% | -1.9% | -27.6% | 17.9% | / | -5.3% | -4.8%
CCOC(=O)N1CCN(C(=O)c2ccc3oc(CCCc4ccccc4)nc3c2)CC1 | -1.7 | -7.5% | 23.1% | 4.3% | -4.8% | -4.6% | / | 0.5% | -3.2%
COc1ccc(OCCOC(=O)c2[nH]c(C)c(C(C)=O)c2C)cc1 | 0.2 | -28.8% | 5.3% | -1.0% | -29.4% | 2.1% | -4.7% | -8.2% | -0.3%
CCOC(=O)c1nnn(-c2nonc2N)c1CSc1nnc(N)s1 | -2.0 | 5.3% | 26.6% | -7.4% | 4.9% | -5.0% | -7.1% | -0.8% | -3.2%
O=CN1CCN(C(=S)Nc2ccc(OC(F)F)cc2)CC1 | 7.0 | -3.1% | 36.7% | 1.5% | -21.8% | -2.4% | 28.3%[59 µM] | -0.3% | -3.2%
c1ccc2[nH]c(CN3CCOCC3)nc2c1 | -4.4 | -28.3% | 12.7% | -13.2% | -13.3% | / | 14.5%[59 µM] | -7.8% | i
CC1(C)CC(=O)C(Sc2nnc(-c3ccc(NS(C)(=O)=O)cc3)n2Cc2ccco2)C(=O)C1 | -0.4 | 2.9% | 16.0% | 8.7% | -32.6% | / | ? | -0.7% | -6.0%
COc1ccc(-c2cnc(N)nc2-c2ccc(OCc3ccccc3)cc2O)cc1 | 2.5 | ? | -16.2% | 1.5% | ? | -2.0% | / | 6.9% | 2.0%
CN(CC(=O)NCc1ccccn1)S(=O)(=O)c1ccccc1 | 1.0 | 3.0% | 37.4% | 5.7% | -2.4% | / | 55.4%[activator] | -0.9% | -1.1%[11.5 µM]
COc1ccc(C(=O)OCC(=O)Nc2cc(C)on2)cc1S(=O)(=O)N1CCOCC1 | 7.1 | 3.2% | 45.2%[activator] | 14.9% | 0.9% | -9.6% | -46.6% | -2.9% | 1.9%
O=S(=O)(c1ccc(SCCOc2ccc(F)cc2)nc1)N1CCCC1 | -7.2 | 25.0% | 127.2%[activator] | 1.5% | 58.4%[activator] | 5.2% | ? | 1.1% | 0.8%
Cc1ccc(NC(=O)Cc2ccccc2Cl)cc1S(=O)(=O)N(C)C | -3.7 | 25.4% | 16.0% | 3.2% | -7.5% | -4.3% | -12.8%[59 µM] | 0.3% | 1.6%
CCN(CC)S(=O)(=O)c1ccc(NN)nc1 | -1.3 | / | -4.4% | -14.5% | 20µM* | -4.4% | -2.3% | 2.0% | -2.9%
COc1ccc(CCNC(=O)C2CCN(C(=O)c3ccc(Br)cc3)CC2)cc1OC | -3.1 | -1.3% | 28.5% | -5.7% | 1.7% | 4.6% | -7.8%[0.501 µM] | -1.2% | i
CC(C)(C)NC(=O)C(c1ccc(F)cc1)N(Cc1ccco1)C(=O)CCC(=O)Nc1nccs1 (stereo unspecified) | -3.5 | -1.9% | 7.6% | -8.2% | -14.0% | 4.4% | 10.9% | -7.6% | -1.5%
Cc1cccc(C)c1NC(=S)N1CCOCC1 | -4.5 | -13.5% | 19.9% | 2.4% | -7.6% | -6.8% | 14.9% | 3.4% | -5.6%
CC(C)(C)NC(=O)CSc1ncnc2c1nnn2Cc1ccccc1Cl | -3.5 | -0.8% | -2.3% | 22.4% | 50.1µM* | -2.5% | -31.7% | 1.7% | -8.5%
Cc1ccccc1CN1C(=O)CSc2ccc(C(=O)N3CCOCC3)cc21 | 0.8 | 9.2% | 15.7% | 1.4% | 18.6% | -6.0% | 21.5%[59 µM] | -3.4% | -7.4%
